High-throughput results from PubChem.
SNCA viab count = GF-AFC viability counterscreen for inhibitors of alpha-synuclein gene (SNCA) expression; HEK-293-SNCA-luc viability, GF-AFC fluorescence, 24 h; Potency, µM (series often up to 57.1 µM), for inactives: at the top dose activity change, negative = cytotoxicity, hits mostly cytotoxic; 0.12% of 150,000 active; AID 1671193, 2021;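 also: potency is read from the fitted curve at half-maximal effect; 0% = DMSO-treated cells and -100% = medium-only wells without cells; nearly all actives have a fitted effect of over 30% in size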
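HEK-293-SNCA-luc cells (1500/well) plated 24 h, then exposed 24 h to a dilution series; GF-AFC added 30 min at 37C, fluorescence 405/540 nm; normalised to medium-only and DMSO wells, Hill fit.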
IP6K1 inh = Primary qHTS assay for small molecule inhibitors of Inositol hexaphosphate kinase 1 (IP6K1); activity change, % (series mostly up to about 58 µM); IP6K1 kinase, ADP-Glo luminescence, 2 h; stronger effect = lower value; 0.81% of 140,000 active; AID 1645851, 2021; Inositol hexakisphosphate kinase 1 (Homo sapiens), Q92551; in the data active = activity change below about -25%
Target sequence (Q92551 whole entry, looked up): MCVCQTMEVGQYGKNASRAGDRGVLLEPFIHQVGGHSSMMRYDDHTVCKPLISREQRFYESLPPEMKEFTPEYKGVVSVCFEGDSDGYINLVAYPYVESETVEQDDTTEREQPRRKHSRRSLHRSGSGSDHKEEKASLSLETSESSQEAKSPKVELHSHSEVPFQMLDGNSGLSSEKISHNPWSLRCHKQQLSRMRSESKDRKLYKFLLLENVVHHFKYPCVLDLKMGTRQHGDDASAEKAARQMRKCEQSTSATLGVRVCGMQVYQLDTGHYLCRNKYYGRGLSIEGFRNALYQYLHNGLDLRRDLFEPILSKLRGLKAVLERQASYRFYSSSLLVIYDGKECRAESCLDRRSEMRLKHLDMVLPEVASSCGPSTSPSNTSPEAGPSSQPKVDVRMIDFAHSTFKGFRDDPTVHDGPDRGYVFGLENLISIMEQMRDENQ
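ADP-Glo luminescence measures ADP made by human IP6K1 during a 2 h RT reaction with ATP/IP6 (mix at 1.3 mM/130 uM); top library doses 57.5 and 19.1 uM final.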
SNCA expr inh = Primary qHTS assay for inhibitors of alpha-synuclein gene (SNCA) expression; HEK-293 SNCA-luciferase knock-in, luminescence, 24 h; Potency, µM (titrated, usually from 57.2 µM), inactives show at the top dose activity change, negative = inhibition, hits mostly inhibitors; 0.17% of 140,000 active; AID 1671194, 2021;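 also: potency is read from the fitted curve at half-maximal effect; plate controls were DMSO cells for no effect and cell-free wells for full effect; nearly all actives have a fitted effect of over 45% in size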
GPT2 inhibitor = Primary qHTS assay for inhibitors of Glutamate pyruvate transaminase 2 (GPT2); Alanine aminotransferase 2 (Homo sapiens), Q8TD30; Recombinant GPT2, coupled pyruvate oxidase/HRP Amplex Red fluorescence; Potency, µM (series often up to 57.7 µM), for inactives: top-dose activity change, negative = inhibition, most hits filed as inhibitors; 0.25% of 100,000 active; AID 1671188, 2021; also: potency is read from the fitted curve at half-maximal effect; nearly all actives have a fitted effect of over 60% in size; many of its hits are not listed in these tables
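Recombinant GPT2 (10ng/uL) with 250uM a-KG and 2mM L-alanine, 30 min at room temperature, in HEPES pH 7.5 buffer. Pyruvate detected by pyruvate oxidase/HRP/Amplex Red fluorescence after 30 min in the dark; AOA (50uM) as positive control.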
NIH3T3 tox = Cytotoxic Profiling in NIH 3T3 Cell Line of Diverse Libraries Using Quantitative High-Throughput Screening; 4.3% of 94,000 active; NIH 3T3 viability, CellTiter-Glo ATP luminescence, 48-72 h; Potency, µM (highest dose often 96.7 µM), without a hit: at the top dose activity change, negative = cytotoxicity, most hits filed as inhibitors; also: potency is read from the fitted curve at half-maximal effect; nearly all actives have a fitted effect of over 55% in size
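ATP-dependent luminescence (CellTiter-Glo) served as the viability signal for NIH 3T3 cells treated with compound for 48 or 72 hr at 37 °C.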
Luciferase inh = Firefly luciferase inhibition profiling of diverse chemical library using quantitative high-throughput screening. 2.5% of 76,000 active. Potency, µM (top dose mostly 115 µM), without a hit: at the highest dose activity change, negative = inhibition, usual class: inhibitors. Luciferin 4-monooxygenase (Photinus pyralis), P08659. purified P. pyralis luciferase, luminescence, biochemical; also: potency is read from the fitted curve at half-maximal effect; nearly all actives have a fitted effect of over 65% in size
Target sequence (P08659 whole entry, looked up): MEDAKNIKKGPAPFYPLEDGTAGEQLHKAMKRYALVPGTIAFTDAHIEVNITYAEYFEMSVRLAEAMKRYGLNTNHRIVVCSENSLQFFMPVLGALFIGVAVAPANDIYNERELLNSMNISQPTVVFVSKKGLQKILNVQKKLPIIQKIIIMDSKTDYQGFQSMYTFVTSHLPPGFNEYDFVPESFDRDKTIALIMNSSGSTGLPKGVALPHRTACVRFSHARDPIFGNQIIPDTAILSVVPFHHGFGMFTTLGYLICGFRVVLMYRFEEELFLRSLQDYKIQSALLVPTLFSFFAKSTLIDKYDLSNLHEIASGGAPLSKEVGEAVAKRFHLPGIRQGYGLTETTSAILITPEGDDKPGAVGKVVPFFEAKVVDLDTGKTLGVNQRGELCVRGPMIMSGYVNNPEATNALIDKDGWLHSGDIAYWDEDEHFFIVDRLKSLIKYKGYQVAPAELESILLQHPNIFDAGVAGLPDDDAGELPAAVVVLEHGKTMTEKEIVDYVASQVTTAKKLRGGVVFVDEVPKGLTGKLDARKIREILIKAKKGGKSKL
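Inhibitors were tested against purified firefly luciferase in a biochemical, low-substrate format (both substrates at 10uM) and luminescence measured with a CCD imager.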
HEK293 tox = Cytotoxic Profiling in HEK 293 Cell Line of Diverse Libraries Using Quantitative High-Throughput Screening; HEK 293 viability, ATP luminescence (CellTiter-Glo), 48-72 h; Potency, µM (titrated, usually from 115 µM), inactives show at the highest dose activity change, negative = cytotoxicity, most hits filed as inhibitors; 6.6% of 94,000 active; also: potency is read from the fitted curve at half-maximal effect; nearly all actives have a fitted effect of over 60% in size
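ATP-coupled CellTiter-Glo luminescence served as viability read-out, recorded 10 min after reagent addition at room temperature. HEK 293 cells, 250 cells/well, had been incubated with pintool-transferred compound for 48 or 72 hr at 37 degree Celsius.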
* hit, by the source's call; i = inactive; ? = inconclusive; nt = no result given; [ ] = remark or other dose. Unless noted, calls follow the shape of the dose curve; as a rule, active = well fitted curve in the direction sought with a large enough effect; inconclusive = small, poorly fitted or top-dose-only effect, or another doubt; inactive = no such curve, though single readings can be large; an effect the other way counts as inactive or inconclusive. Unless noted, % is scaled to controls: 0 for no effect and ±100 for the full control effect. A portion of the library; count on the stated rates, not on these rows.

Screens by letter: A = SNCA viab count; B = IP6K1 inh; C = SNCA expr inh; D = GPT2 inhibitor; E = NIH3T3 tox; F = Luciferase inh; G = HEK293 tox
CC(C)(C)C1CCC2(CC1)NC(=O)N(CC(=O)Nc1ccccc1C(F)(F)F)C2=O (centres undefined)
  A: 9% | B: 21 | C: 21% | D: -15% | E: ? | F: 8% | G: 7%

CCCCN1C[C@H](O)[C@@H](O)[C@H](O)[C@H]1CO
  A: 53%[23.9 µM] | B: -6 | C: 24%[25.6 µM] | D: ? | E: nt | F: nt | G: nt

CCOc1ccc(CNCCSc2nnnn2C)cc1OC
  A: -12% | B: -6 | C: -2% | D: nt | E: nt | F: nt | G: nt

COc1ccc(CCNc2ncnc3c2c(-c2ccccc2)cn3-c2ccc(Cl)cc2)cc1OC
  A: -15% | B: 18 | C: 9% | D: nt | E: nt | F: nt | G: nt

COc1ccc(F)cc1-c1cccc(C(=O)NCCNC(=O)c2ccc(Cl)nc2)c1
  A: -4% | B: -11 | C: -21% | D: -6% | E: ? | F: nt | G: 40µM*

O=C(NC1CC1)c1ccc2nnc(-c3cccc(C(F)(F)F)c3)n2c1
  A: 9% | B: -7 | C: 5% | D: 0% | E: ? | F: nt | G: -24%

COc1ccc(NCc2cc3cc4c(cc3n(CC(=O)Nc3cc(C)cc(C)c3)c2=O)OCO4)cc1
  A: -8% | B: 2 | C: -11% | D: nt | E: nt | F: nt | G: nt

CC1=CC(=O)CC(C)(C)C1/C=C/C(C)OC1OC(COC2OCC(O)C(O)C2O)C(O)C(O)C1O (centres undefined)
  A: -20%[23.9 µM] | B: 3 | C: nt | D: 0%[27.3 µM] | E: nt | F: nt | G: nt

O=C1NCCCCCCN(C(=O)CC2CCCCC2)[C@H]2CCCC[C@@H]12
  A: -12% | B: 7 | C: -28% | D: i | E: -30% | F: 6% | G: ?

O=C(C1CCOCC1)N1CCCn2nc(C(O)c3ccccc3)cc2C1 (centres undefined)
  A: 12% | B: -4 | C: -11% | D: -3% | E: i | F: 3% | G: 3%

COc1ccc(Cl)cc1-c1ccc2c(c1)C(=O)N1C[C@@H](NS(=O)(=O)c3ccc(F)cc3)C[C@H]1C(=O)N2
  A: ? | B: -5 | C: ? | D: -12% | E: ? | F: -3% | G: 35µM*

CC(C)CN(CC1CN(C(=O)c2cccc(Cl)c2)CCO1)C(=O)c1cccc2ccccc12 (centres undefined)
  A: -10% | B: 0 | C: -11% | D: 0% | E: ? | F: -18% | G: 35µM*

CC1(C)Cc2c(cnn2-c2ccc(F)cc2)C(NC(=O)c2cc(C3CC3)[nH]n2)C1 (centres undefined)
  A: -8% | B: 42 | C: -10% | D: -4%[11.5 µM] | E: ? | F: 2% | G: 79µM*

O=C1[C@H]2CN(Cc3ccc(Cl)cc3)C[C@H]2C(=O)N1CCN1CCc2ccccc2C1
  A: ? | B: -10 | C: ? | D: -20% | E: ? | F: -6% | G: ?

O=C(c1cccc([N+](=O)[O-])c1)N1c2ncnn2C2(CCCCC2)[C@@H]2CCCC[C@@H]21
  A: 1% | B: -12 | C: -9% | D: nt | E: nt | F: nt | G: nt

CC(=O)Nc1ccc(CC(=O)NCCc2noc(-c3ccccc3)n2)cc1
  A: -4% | B: 4 | C: 15% | D: i | E: -17% | F: nt | G: i

Cc1ccc(NC(=O)c2ccc(CN3CCNCC3)cc2)cc1Nc1nccc(-c2cccnc2)n1
  A: ? | B: 7 | C: nt | D: i | E: nt | F: nt | G: nt

OC1(CN2CCN(c3cccc(C(F)(F)F)c3)CC2)CNCCOC1 (centres undefined)
  A: 8% | B: 17 | C: 6% | D: 3% | E: -19% | F: -8% | G: -24%

COc1ccccc1C(=O)NC1CCN(c2cnn(CC3CC3)c(=O)c2)CC1
  A: -10% | B: 38 | C: 28% | D: i | E: ? | F: -1% | G: ?

CS(=O)(=O)N1CCC(C2CCN(C(=O)c3ccc(=O)[nH]c3)C2)CC1 (centres undefined)
  A: 4%[12.5 µM] | B: -1 | C: 12% | D: -13% | E: -5% | F: 1% | G: 3%

Cn1cc(S(=O)(=O)c2ccccc2)c(=O)c2cc(F)c(N3CCOCC3)cc21
  A: 10% | B: -3 | C: ? | D: nt | E: nt | F: nt | G: nt

COC(=O)c1cnn(-c2ccc(C(=O)Nc3ccc(C(C)=O)cc3)cc2)c1N
  A: -5% | B: 12 | C: 1% | D: nt | E: nt | F: nt | G: nt

COc1ccccc1CNc1ccc2nnc(C)n2n1
  A: 1% | B: -12 | C: 17% | D: i | E: ? | F: 2% | G: ?

COc1ccc2c(c1)c1c(c(=O)n(-c3ccc(C)cc3)c(=O)n1CC(=O)Nc1cc(C)ccc1C)n2C
  A: 10% | B: -15 | C: -6% | D: nt | E: nt | F: nt | G: nt

Cc1oc(C(O)c2cncnc2)nc1C(=O)Nc1cccc([S+](C)(=O)[O-])c1 (centres undefined)
  A: -1%[87.6 µM] | B: 2 | C: ? | D: -10%[88.5 µM] | E: ? | F: -2%[172 µM] | G: -21%[172 µM]

Cc1cnc(C)n1CCN
  A: -21% | B: 8 | C: 31%[activator] | D: i | E: -13% | F: -16% | G: -19%

CCCN(CCC)CCCNC(=O)c1cn(CC)c2ccc(S(=O)(=O)N3CCc4ccccc4C3)cc2c1=O
  A: 0% | B: -12 | C: 5% | D: nt | E: nt | F: nt | G: nt

COc1ccc(C(=O)N2C[C@@H]3C[C@H](C2)c2ccc(NC(=O)Nc4cccc(C#N)c4)c(=O)n2C3)cc1
  A: ? | B: 1 | C: -15% | D: i | E: ? | F: 25µM* | G: ?

CCCC(=O)N1CCC2(CC1)C(=O)N(CC)c1ccccc12
  A: 0% | B: -4 | C: 14% | D: i | E: -2% | F: 25% | G: 4%

Cc1cc2ncc(C(=O)NCCc3ccc(Cl)cc3)cn2n1
  A: -1%[87.6 µM] | B: 1 | C: -16%[87.6 µM] | D: i | E: -3%[138 µM] | F: nt | G: -1%[172 µM]

O=C(CC[C@@H]1CNC(=O)[C@@H]2C[C@H](NC(=O)Nc3ccc(F)cc3F)CN12)NCc1ccccc1
  A: 1% | B: 1 | C: -4% | D: 4% | E: -10% | F: 0% | G: i

COc1cccc(Nc2ccc3c(n2)C(C)(C(=O)NC(C)C)CN(C)C3)c1 (centres undefined)
  A: ? | B: -10 | C: 30%[87.6 µM] | D: i | E: ? | F: -19%[172 µM] | G: ?

COc1cccc(C(=O)N2CCC(c3n[nH]c(=O)n3Cc3ccc(C)cc3)CC2)c1
  A: -7% | B: -3 | C: 18% | D: i | E: -11% | F: 0% | G: -6%

COc1ccc(-c2ccc3ncn(-c4ccc(F)cc4F)c(=O)c3n2)cc1OC
  A: -13%[87.6 µM] | B: -4 | C: -13%[87.6 µM] | D: -6%[88.5 µM] | E: ? | F: 2%[172 µM] | G: ?

Cc1cn2c(=O)cc(COC(=O)c3cccc(NC(=O)c4ccccc4Cl)c3)nc2s1
  A: -4% | B: -4 | C: 9% | D: nt | E: nt | F: nt | G: nt

O=C1COc2ccc(OCc3ccc(F)cc3)nc2CN1CCOc1ccccc1
  A: -7%[87.6 µM] | B: 13 | C: -28%[87.6 µM] | D: -14%[88.5 µM] | E: ? | F: -7%[172 µM] | G: ?

COc1ccc(Cl)cc1C(=O)N1CC(=O)N(c2ccccc2C#N)CC1C (centres undefined)
  A: 12% | B: -6 | C: -9% | D: -1% | E: -19% | F: 1% | G: ?

COc1ccc(OC)c(NC(=O)CSc2ncc3c(n2)-c2ccccc2N(C)S3(=O)=O)c1
  A: -13% | B: 36 | C: 0% | D: nt | E: nt | F: nt | G: nt

O=c1[nH]ccc2c(O)cccc12
  A: 9% | B: nt | C: -8% | D: -3% | E: nt | F: nt | G: nt

CCCCn1c(=N)c(S(=O)(=O)c2ccccc2)cc2c(=O)n3cccc(C)c3nc21
  A: -8% | B: -3 | C: -22% | D: nt | E: nt | F: nt | G: nt

O=C(Cc1ccccn1)N1CCC(C(=O)N2CCC(N3Cc4ccccc4C3=O)CC2)CC1
  A: -4% | B: 0 | C: 116%[activator] | D: i | E: 3% | F: nt | G: 3%

CCOc1cccc(NC(=O)C2CC(=O)N(C)C(=Nc3cccc(OC)c3)S2)c1 (centres undefined)
  A: 3% | B: -15 | C: -11% | D: nt | E: nt | F: nt | G: nt

COc1cccc(C(=O)NC2CCN(c3ccc4nnc(C)n4n3)CC2)c1
  A: nt | B: -1 | C: nt | D: nt | E: i | F: nt | G: i

COc1cccc(CN2C(=O)OC3(CCN(C(=O)Cc4cccc(F)c4)CC3)C2(C)c2cccnc2)c1 (centres undefined)
  A: 5% | B: 5 | C: 8% | D: 0% | E: ? | F: -3% | G: -6%

Cc1ccc(C2=NC3(CCN(C(=O)c4c[nH]c5ccccc45)CC3)ON2)cc1
  A: -12% | B: 12 | C: 38%[activator] | D: i | E: -21% | F: ? | G: ?

COc1ccc(CCNC(=O)Cn2nc(C)n3c(cc4occc43)c2=O)cc1OC
  A: 11% | B: -6 | C: 1% | D: nt | E: nt | F: nt | G: nt

COc1ccccc1NC(=O)Cn1nnc(C(=O)Nc2ccccc2Br)c1N
  A: 9% | B: -1 | C: -8% | D: nt | E: nt | F: nt | G: nt

C=CCCC(CN1CCCOCC1)Oc1ncc(C)c(N(C)C)n1 (centres undefined)
  A: -1% | B: 15 | C: -11% | D: 4% | E: -22% | F: 7% | G: ?

Cc1ccc(C)c(N2CCN(C(=O)CS(=O)(=O)c3cccc4nsnc34)CC2)c1
  A: -10% | B: -17 | C: ? | D: nt | E: nt | F: nt | G: nt

CNC(=O)[C@@H](c1ccccc1)N1CCC[C@H]1C(=O)NC1CCOCC1
  A: -3%[87.6 µM] | B: -6 | C: -8%[87.6 µM] | D: ? | E: -1%[174 µM] | F: -5%[172 µM] | G: -3%[172 µM]

COCCn1c(=O)n([C@H]2CCCN(C(=O)c3cc(C)nn3C)C2)c2ncccc21
  A: 0% | B: 29 | C: 8% | D: 3% | E: -10% | F: 9% | G: -1%

An excerpt from above, reduced to SNCA expr inh and SNCA viab count.
Molecule	SNCA expr inh	SNCA viab count
COc1ccc(Cl)cc1C(=O)N1CC(=O)N(c2ccccc2C#N)CC1C (centres undefined)	-9%	12%
COc1ccc(OC)c(NC(=O)CSc2ncc3c(n2)-c2ccccc2N(C)S3(=O)=O)c1	0%	-13%
O=c1[nH]ccc2c(O)cccc12	-8%	9%
CCCCn1c(=N)c(S(=O)(=O)c2ccccc2)cc2c(=O)n3cccc(C)c3nc21	-22%	-8%
